# MPTP block = mitochondrial permeability transition pore inhibitors, primary screen, biochemical, isolated mouse mitochondria, absorbance; 360,000 compounds, 1.4% hits; Ca2+ swelling absorbance, 30 min; inhibition, % at 10 µM;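 active = inhibition of 50% or more, scaled per plate between neutral and stimulator controls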;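 also: 0% = DMSO wells given calcium and 100% = 1 mM EGTA wells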
# * marks the source's active call; other numbers are inactive results. These rows are one share of the data; the hit share may differ from the screen's.
SMILES,MPTP block
COc1ccc(OCC(=O)N2CCCC(Nc3ccc(C)c(C)c3)C2)cc1 (configuration not stated),-0.4
CN(C)c1ccc(-c2ccnc3c2CC(C)(C(=O)NCc2ccco2)O3)cc1 (configuration not stated),1.0
Nc1cc(=O)n(Cc2ccco2)c(=S)[nH]1,-1.6
S=C(NCCCc1cnc[nH]1)NCCCN(Cc1ccc(Cl)cc1)c1ccc(Br)cn1,0.4
COc1ccc(C(C(=O)NC(C)(C)C)n2c(-c3ccc(C(F)(F)F)cc3)nc3ccccc32)cc1 (configuration not stated),1.7
O=C1Nc2cc(C(=O)NCCCN3CCCC3)ccc2S/C1=C/c1cccc(Cl)c1,-0.7
CCC[C@H]1CN(c2ccccc2)C(=O)[C@@H]1CC(=O)NC,-0.2
CC1C(=O)N(Cc2cn(Cc3ccco3)nn2)CCS(=O)(=O)N1Cc1ccc(-c2ccncc2)cc1 (configuration not stated),-0.2
C[C@H]1COC[C@@H](C/C=C/c2ccccc2)N1c1ccccc1,6.6
CCc1nc2ccc(C(=O)N3CCN(C(C)=O)CC3)cn2c1N(C=O)Cc1ccc(OC)cc1,0.3
Nc1[nH]c(C(=O)c2ccc(Br)cc2)c(-c2ccc(Br)cc2)c1C(=O)NCCc1c[nH]c2ccccc12,3.1
O=C(NC1CC1)c1ccc(-c2cnc3cccnn23)cc1,0.9
Cc1cccc(C)c1NC(=O)C(c1ccc(-c2ccccc2)cc1)n1c(=O)c(-c2ccco2)nc2ccccc21 (configuration not stated),-1.4
COc1ccc(NC(=O)c2cc3ccccc3oc2=O)cc1,1.3
CC(C)CNC(=O)C1(C)CCCN1Cc1ccc(S(C)(=O)=O)cc1 (configuration not stated),0.0
CCCCNc1c(-c2cccnc2)nc2nc(C)cc(C)n12,-0.2
CC(=O)NNc1nc(-c2ccccc2)c2cc(Cl)ccc2n1,-1.5
C[C@@H]1O[C@H](C2CCCC2)CC2=C1C(=O)OC(C)(C)O2,-1.1
COc1cccc(C(=O)NNS(=O)(=O)c2ccccc2)c1,2.5
C[C@H](CO)N1C[C@H](C)[C@@H](CN(C)C(=O)C2CCCCC2)OCc2cn(nn2)CCCC1=O,-0.1

# No new results follow: two of the compounds above.
SMILES,MPTP block
COc1ccc(OCC(=O)N2CCCC(Nc3ccc(C)c(C)c3)C2)cc1 (configuration not stated),-0.4
CN(C)c1ccc(-c2ccnc3c2CC(C)(C(=O)NCc2ccco2)O3)cc1 (configuration not stated),1.0

# (more compounds)
SMILES,MPTP block
COc1ccc(OC)c(NC(=O)C2(C)CCN2CCc2ccccc2)c1 (configuration not stated),1.1
COc1ccc(C(=O)N2CCCC(C)(C(=O)NS(=O)(=O)C3CC3)C2)cc1 (configuration not stated),-0.8
Cc1ccc(C)c(N2C(=O)c3ccc(C(=O)Nc4ccccn4)cc3C2=O)c1,-0.3
Cc1ccc(S(=O)(=O)N2C[C@H]3C(=O)C[C@@H](c4ccccc4)N(S(=O)(=O)c4ccc(C)cc4)[C@H]3C[C@H]2c2cccc(Cl)c2)cc1,-2.6
Cc1nccn1-c1ccc(NC(=O)[C@H]2O[C@@H](n3ccc(=O)[nH]c3=O)[C@H](O)[C@@H]2O)cc1,0.7
COc1cc2ccc(C=O)cc2cc1OC,1.3
CCC(C)CN1C(=O)CN(S(C)(=O)=O)CC1(C)C(=O)Nc1c(C)cccc1C (configuration not stated),15
COC(=O)C1(C)CCCC2(C)C3CCC(C(C)C)C(CO)C3C(CO)CC12 (configuration not stated),0.0
CCC(=O)N1CCC(C)(C(=O)Nc2nccc3ccccc23)C1 (configuration not stated),0.1
O=S(=O)(c1cccs1)N1CCCCC1,-0.3
CC(=O)N(c1ccccc1)c1ccccc1[N+](=O)[O-],-1.5
Cc1cc(NC(=O)CSCC(=O)OCC(=O)c2ccc(Br)cc2)no1,0.2
O=C(NCc1ccccc1)/C(=C\c1ccc(F)cc1)NC(=O)c1ccco1,0.6
COC(=O)C1=CN(c2ccc(OC)cc2)C(N)=C(C#N)C1c1cccc2ccccc12 (configuration not stated),1.3
CCc1nc2ccc(C(=O)Nc3cccc(OCC(=O)N(C)C)c3)cn2c1N(CC)CCN(C)C,-1.5
CCOC(=O)[C@]12CCCC=C1N(Cc1ccc3c(c1)OCO3)C(=O)[C@H](CC(=O)NCCCN1CCCC1=O)C2,-0.3
C=CCSc1nnc(NC(=O)c2ccc3c(c2)OCCO3)s1,-0.6
O=[N+]([O-])c1ccc(COc2ccccc2CN2CCCC2)cc1,0.0
C[C@H](CO)N1C[C@H](C)[C@@H](CN(C)S(=O)(=O)c2ccc3c(c2)OCCCO3)OCc2cnnn2CCCC1=O,-1.0
CN(Cc1cnn(-c2ccccc2)c1)C(=O)c1ccc(S(=O)(=O)NCc2ccco2)cc1,-1.2
Cc1ccc(S(=O)(=O)N2CCCCC2)cc1NC(=O)C1COc2ccccc2O1 (configuration not stated),-0.4
CN(C)c1ccc(-c2csc(C(O)c3ccccc3)n2)cc1 (configuration not stated),0.3
COC(=O)C[C@H]1C[C@H]2c3cc(NC(=O)Nc4ccc(C(F)(F)F)cc4)ccc3O[C@H]2[C@@H](CO)O1,33
COc1ccc(Cc2nc3ccc(C(=O)NCCc4ncccc4C)cc3o2)cc1OC,-0.1
O=C(NCCN1CCC(n2c(=O)[nH]c3ccccc32)CC1)c1cccc2c1-c1ccccc1C2=O,0.5
O=C(NC(c1ccc(F)cc1)c1ccc2ccccc2n1)C1CCN(CCOc2ccc(Cl)cc2)CC1 (configuration not stated),4.6
COc1ccc(NC(=O)CCCOc2ccc(C(C)=O)cc2)cc1S(=O)(=O)N1CCCCC1,1.8
COc1cccc(N2CCN(C(=O)C3CCN(C(=O)Nc4ccccc4)CC3)CC2)c1,0.1
COc1ccc(-c2nc3c(C)cc(Br)cn3c2CC2CCCCC2)cc1OC,1.2
COc1cccc(-c2cnc(C(O)c3ccc(CN4CCCC4)cc3)[nH]2)c1 (configuration not stated),0.4
CNC[C@@H]1Oc2cc(Br)ccc2S(=O)(=O)N([C@@H](C)CO)C[C@@H]1C,-1.2
COc1ccc(Cn2cc(CN(C)C3CN(Cc4cn(Cc5ccc(OC)cc5)nn4)S(=O)(=O)C3)nn2)cc1 (configuration not stated),-1.4
Cc1cn([C@H]2C[C@H](O)[C@@H](CNCc3ccccc3OCCCN3CCOCC3)O2)c(=O)[nH]c1=O,-0.5
O=C(COC(=O)CN1C(=O)C2CC=CCC2C1=O)Nc1cccc([N+](=O)[O-])c1 (configuration not stated),-2.0
C[C@H](O)[C@@H]1C(=O)N2CCc3c([nH]c4ccccc34)[C@@H]2C[C@@H]1N(C)C(=O)c1cc(Cl)cc(Cl)c1,-0.6
CC(NC(=O)CN1c2cccc3cccc(c23)S1(=O)=O)c1ccccc1 (configuration not stated),-0.3
COc1ccc(NC(=O)C[C@H]2C(=O)N(Cc3ccccc3)C[C@@H]2c2ccc(OC)cc2)cc1,-0.4
COC(=O)[C@]12CCCCC=C1N(Cc1ccco1)C(=O)[C@H](CC(=O)N1CCN(C(=O)c3ccco3)CC1)C2,-1.4
O=C(O)c1cccc(NC(=O)c2ccccc2NC(=O)c2cccs2)c1,0.1
CC1=C(C(=O)N(C(C)C)C(C)C)CC(CC(=O)NCCCCc2ccccc2)C(=O)N1Cc1ccc(F)cc1 (configuration not stated),-2.0

# In the list so far, 5 contain fluorine:
SMILES,MPTP block
COc1ccc(C(C(=O)NC(C)(C)C)n2c(-c3ccc(C(F)(F)F)cc3)nc3ccccc32)cc1 (configuration not stated),1.7
O=C(NCc1ccccc1)/C(=C\c1ccc(F)cc1)NC(=O)c1ccco1,0.6
COC(=O)C[C@H]1C[C@H]2c3cc(NC(=O)Nc4ccc(C(F)(F)F)cc4)ccc3O[C@H]2[C@@H](CO)O1,33
O=C(NC(c1ccc(F)cc1)c1ccc2ccccc2n1)C1CCN(CCOc2ccc(Cl)cc2)CC1 (configuration not stated),4.6
CC1=C(C(=O)N(C(C)C)C(C)C)CC(CC(=O)NCCCCc2ccccc2)C(=O)N1Cc1ccc(F)cc1 (configuration not stated),-2.0

# The listing continues.
SMILES,MPTP block
Cc1ccc(C(O)c2ncc(-c3ccccc3)[nH]2)c(C)c1 (configuration not stated),-0.1
O=C1C=C(OCCF)CC(c2cccc([N+](=O)[O-])c2)O1 (configuration not stated),-2.2
Cc1ccc(C(NC(=O)C2CCN(CCOc3ccccc3)CC2)c2ccccn2)cc1 (configuration not stated),-0.4
O=c1[nH]c2ccccc2n1C1CCN(CCOc2ccccc2)CC1,0.7
CC1(C(=O)NCc2cccc(Cl)c2)Cc2c(-c3ccc4c(c3)OCO4)ccnc2O1 (configuration not stated),0.0
COc1cccc(-c2cnc(C(O)c3c(C)ccc4ccccc34)[nH]2)c1 (configuration not stated),0.3
COC(=O)[C@H]1C[C@H](OC(=O)Nc2c(C)noc2C)[C@@]2(O)CN(S(=O)(=O)c3ccc(C)cc3)CC2[C@H]1C(=O)OC (some centres not stated),-0.8
CC(C)CNC(=O)c1ccc(-c2ccc(F)c(F)c2)c2ccoc12,0.5
COCCNC(=O)C1CCCN(Cc2ccc(C#N)cc2)CC1 (configuration not stated),-1.1
CC(C)(C)c1ccc2cccc(F)c2n1,-0.1
O=S1(=O)N[C@H](Cc2ccccc2)COc2cc(N3CCN(Cc4ccccc4F)CC3)ccc21,1.5
COc1ccc(CN2C(=O)C(CC(=O)NCCN3CCOCC3)CC(C(=O)N3CCCCCC3)=C2C)cc1 (configuration not stated),0.9
O=C(Nc1nnc([C@H]2C[C@H](O)[C@@H](CO)O2)s1)c1cccc(Cl)c1,0.7
COc1ccccc1OCC(=O)N/N=C(\C)c1ccc2ccccc2c1,-0.7
c1ccc2c(c1)nnn2-c1ccncc1,-0.8
O=C(CNC(=O)c1ccccc1)OC(C(=O)O)c1ccc(F)cc1 (configuration not stated),-2.0
CC(C)C[C@H]1CNC(=O)C(=O)N1C[C@@H]1CCCN1C[C@H](Cc1ccccc1)N1C[C@H](CC(C)C)N(CCc2ccccc2)C(=O)C1=O,-0.5
CCOC(=O)N1CCN(C(=O)C[C@@H]2C[C@@]3(C(=O)OCC)CCC=C3N(Cc3ccc4c(c3)OCO4)C2=O)CC1,0.3
CCCS(=O)(=O)NC(=O)C1(C)CCCN(C(=O)c2ccc(C(=O)OC)cc2)C1 (configuration not stated),-0.9
CCCCCCCCN1C(=O)[C@H](CC(=O)NCc2cccc(C(F)(F)F)c2)C[C@@]2(C(=O)OC)CCCCC=C12,0.7
CNC(=O)C[C@H]1C(=O)N(CCc2ccccc2)C[C@@H]1CSC,0.1
COc1cc2c(cc1OC)CN(C(=O)CSC1=NCCS1)CC2,1.0
Cc1nc2c(N)nn(C)c2nc1C,-0.7
COC(=O)C[C@@H]1CC[C@H](NS(=O)(=O)c2cccc(F)c2)[C@@H](CO)O1,1.0
COc1ccc(C(=O)NC2=NCCS2)cc1S(=O)(=O)N1CCOCC1,-0.3
Cc1cn([C@H]2C[C@H](O)[C@@H](CCC(=O)NCc3cccc4ccccc34)O2)c(=O)[nH]c1=O,-1.7
CCOC(=O)C1(C)CCCCN1C(=O)c1ccoc1 (configuration not stated),1.9
OC(c1ccc(-c2ccccc2)cc1)c1ncc(-c2ccc(F)cc2)[nH]1 (configuration not stated),3.4
Cc1ccc(S(=O)(=O)N(C)C[C@@H]2Oc3ncc(Br)cc3C(=O)N([C@H](C)CO)C[C@H]2C)cc1,1.2
CCN(CC)c1cc2c(c3c1ccn3C)C1CCC2O1 (configuration not stated),1.0
O=C(COC(=O)c1cccc(-n2cnnn2)c1)c1ccc(F)c(F)c1,-0.4
CCc1nc2c(OCc3cccc(Cl)c3)cccn2c1N(C)C(=O)C(C)C,-1.0
CC(C)Oc1ccc2ccccc2c1CNC[C@H]1O[C@@H](n2ccc(N)nc2=O)[C@H](O)[C@@H]1O,0.7
O=C(C=Cc1ccc2c(c1)OCO2)C=Cc1ccc2c(c1)OCO2,-0.4
Cc1ccc(S(=O)(=O)NC(=O)C2(C)CCN2C(=O)Cc2ccc(Cl)cc2Cl)nc1 (configuration not stated),0.5
Cc1ccccc1-c1cnc(C(O)c2ccc(C(C)(C)C)cc2)[nH]1 (configuration not stated),4.7
O=C(Nc1ccccc1)c1cc(C2CCCN(C(=O)c3ccc4c(c3)CCO4)C2)on1 (configuration not stated),0.6
Oc1ccc(C[C@@H](CN2CCCC2CN2C(=S)NC[C@@H]2Cc2ccccc2)N2C[C@H](Cc3ccccc3)N(CC3CCCCCC3)C2=S)cc1 (some centres not stated),1.6
CCOC(=O)C1=C[C@@H](C2CCCCC2)N(S(=O)(=O)c2ccc([N+](=O)[O-])cc2)[C@H]1c1ccccc1,4.2
COCCNC(=O)C1(C)CCN(C(=O)c2oc3ccccc3c2C)C1 (configuration not stated),-0.7

# Some of the entries so far, field by field:
O=C(COC(=O)c1cccc(-n2cnnn2)c1)c1ccc(F)c(F)c1
  MPTP block = -0.4
CCc1nc2c(OCc3cccc(Cl)c3)cccn2c1N(C)C(=O)C(C)C
  MPTP block = -1.0
CC(C)Oc1ccc2ccccc2c1CNC[C@H]1O[C@@H](n2ccc(N)nc2=O)[C@H](O)[C@@H]1O
  MPTP block = 0.7
O=C(C=Cc1ccc2c(c1)OCO2)C=Cc1ccc2c(c1)OCO2
  MPTP block = -0.4

# (next part)
SMILES,MPTP block
CC1(Oc2ccccc2)CCN(Cc2csc3ccccc23)C1 (configuration not stated),0.2
CCNC(=O)C1(C)CCN(C(=O)c2ccc(C#N)cc2)C1 (configuration not stated),-0.7
CC1(C(=O)NS(=O)(=O)c2ccccc2)CCN1C(=O)CC1CCCC1 (configuration not stated),0.5
COc1ccc(C(=O)NCCNc2nc3cc(C)cc(C)c3cc2C#N)nc1,4.0
COc1ccc(S(=O)(=O)N2CCC(C(=O)NCCC(=O)Nc3ccccc3OC)CC2)cc1,1.0
CN(CCO)c1cccc2c1S(=O)(=O)N[C@@H](Cc1ccccc1)CO2,-0.4
C[C@@H]1COc2cc(N3CCC[C@H]3CO)ccc2S(=O)(=O)N1,-1.0
Cc1ccc(C(=O)CCC(=O)N2CCN(C/C=C/c3ccccc3)CC2)cc1,-0.9
COc1ccccc1N1CCN(S(=O)(=O)c2ccc([N+](=O)[O-])cc2)CC1,0.2
O=C(CCNC(=O)N1CC(=O)Nc2ccccc21)NCc1cccc(C(F)(F)F)c1,0.7

# High-throughput results (PubChem)
